High-throughput results: PubChem, several laboratories
TLR4-MyD88 BLA – TLR4-MyD88 interaction inhibition in cells. inhibition, % at 8.4 µM. actives 0.18% (n = 200,000). O00206+Q99836. AID 861. HeLa CL3-4 TLR4/MyD88 BLA complementation, FRET ratio; in the data active = inhibition above about 25%;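 note: 0% = vehicle and 100% = reference inhibitor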
PPARg SRC-2 ag – promotes SRC-2 coactivator recruitment by human PPARgamma | P37231 | PPARgamma LBD-SRC-2 recruitment, biochemical | activation, % at 8 µM | actives 0.34% (n = 200,000) | AID 1032; in the data active = activation above about 22%;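 note: 0% = vehicle and 100% = reference agonist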
STAT3 activator – increases IL-6 driven STAT3 reporter signal; U3A cells, IL-6 STAT3-luciferase reporter, luminescence; 100% = signal with IL-6 EC80 alone; activation (% of control), % at 5.6 µM; actives 0.91% (n = 190,000);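 active = activation above the screen-wide mean of compound activation plus 3 SD, cut at about 130% in these data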;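 note: 0% = background luminescence of wells with medium and substrate only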
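Material: STAT3-luciferase reporter U3A cells; Probe or stimulus: IL-6 (33 ng/mL); Incubation: compound pre-incubation 1 h before IL-6, then 6 h stimulation at 37 °C; Technique: luminescence from STAT3-driven luciferase reporter; Evaluation: % activation versus median of IL-6-stimulated wells; Controls: IL-6-only high control.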
S1P3 antagonist – blocks the human S1P3 receptor; Q99500; CHO S1P3 NFAT-BLA reporter, FRET fluorescence, antagonist mode; inhibition, % at 4.98 µM; actives 0.27% (n = 170,000); AID 485;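 active = inhibition above the plate cutoff, the mean inhibition of test wells on that plate plus 3 SD, cut at about 28% in these data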;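 note: cells challenged with S1P at its EC80 of 0.8 µM; blue over green emission ratio from cleaved BLA substrate after 4 h stimulation; 0% = S1P-stimulated wells and 100% = unstimulated DMSO-only wells; some compounds past the cut are filed as inactive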
Target sequence (Q99500 whole entry, looked up): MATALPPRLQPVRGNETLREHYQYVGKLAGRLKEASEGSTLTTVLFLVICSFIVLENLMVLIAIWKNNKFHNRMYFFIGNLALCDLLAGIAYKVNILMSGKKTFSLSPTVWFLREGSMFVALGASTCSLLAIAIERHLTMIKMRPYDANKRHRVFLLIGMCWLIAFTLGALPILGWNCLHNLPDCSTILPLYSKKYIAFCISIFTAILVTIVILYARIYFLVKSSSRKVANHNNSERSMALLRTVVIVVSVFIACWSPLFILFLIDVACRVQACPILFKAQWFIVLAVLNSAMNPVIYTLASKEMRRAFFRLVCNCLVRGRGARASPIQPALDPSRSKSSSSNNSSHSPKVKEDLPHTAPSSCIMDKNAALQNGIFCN
ROMK primary – modulates human ROMK potassium channel activity; P48048; AID 1918; actives 2% (n = 130,000); B-score at 10 µM; Tet-inducible ROMK, thallium flux fluorescence; actives lie on both sides;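 active = signal ratio slope over the read window, or its plate-corrected B-score, at least 3 SD from the plate mean, either direction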;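 note: B-score of the F/F0 ratio slope over 7 to 12 s after thallium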
Target sequence (P48048 whole entry, looked up): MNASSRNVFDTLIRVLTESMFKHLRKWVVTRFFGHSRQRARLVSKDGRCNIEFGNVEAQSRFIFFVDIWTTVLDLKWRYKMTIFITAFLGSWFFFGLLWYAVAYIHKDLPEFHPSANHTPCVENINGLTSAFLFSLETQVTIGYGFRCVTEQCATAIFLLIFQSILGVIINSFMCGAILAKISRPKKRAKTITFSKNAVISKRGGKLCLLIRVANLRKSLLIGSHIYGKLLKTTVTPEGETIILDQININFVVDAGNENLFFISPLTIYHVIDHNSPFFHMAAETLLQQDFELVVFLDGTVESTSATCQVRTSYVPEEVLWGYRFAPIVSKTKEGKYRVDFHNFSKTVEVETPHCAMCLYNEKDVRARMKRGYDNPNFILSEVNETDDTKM
PPARg SRC1 recr – agonists of human PPARgamma SRC-1 coactivator recruitment. P37231. AID 631. PPARgamma-SRC-1 coactivator recruitment biochemical assay. actives 0.41% (n = 200,000). activation, % at 8 µM; in the data active = activation above about 19%;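 note: 0% = DMSO and 100% = reference agonist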
PPARg SRC3 recr – agonists of human PPARgamma SRC-3 coactivator recruitment. biochemical PPARgamma/SRC-3 coactivator recruitment assay. actives 0.26% (n = 200,000). activation, % at 8 µM. AID 731; in the data active = activation above about 23%;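 note: 0% = DMSO and 100% = reference agonist; some compounds past the cut are filed as inactive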
SRC2 TRFRET art – TR-FRET artefact, counter-screen to PPARgamma/SRC-2 agonist assay. TR-FRET ratio at 8 µM. actives 0.4% (n = 200,000). active compounds read high; in the data active = TR-FRET ratio above about 2000; note: inactives centre near 1500
STAT3 inh – reduces IL-6 driven STAT3 reporter signal; U3A cells, IL-6 STAT3-luciferase reporter, luminescence; host cell line lacks STAT1; inhibition, % at 5.5 µM; actives 0.89% (n = 190,000); AID 862;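 active = inhibition above the mean inhibition across all screened compounds plus 3 SD, cut at about 44% in these data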;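 note: 0% = DMSO only wells and 100% = 100 µM nifuroxazide control wells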
RAM network inh – inhibitors of the yeast RAM network; S. cerevisiae dse1pr::URA3 reporter, 5-FOA growth OD615, 2 d; analog-sensitive cbk1-as2 kinase mutant strain; actives 1.8% (n = 190,000); inhibition, % at 50 µM;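 active = inhibition above a set limit, 3 SD over mean compound inhibition, cut at about 8.4% in these data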;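 note: 0% = DMSO-only wells with no growth and 100% = 10 µM 1-NA-PP1 full growth; inhibition rescues growth on 5-FOA so higher OD means more RAM inhibition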
STAT1 inh – inhibitors of IFN-gamma induced STAT1 signaling | actives 0.35% (n = 200,000) | AID 920 | inhibition, % at 5.5 µM | NIH 3T3 STAT1-luciferase reporter, luminescence;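 active = inhibition above a set limit, the mean inhibition across all tested compounds plus 3 SD, cut at about 34% in these data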;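 note: 0% = IFN-gamma with DMSO and 100% = IFN-gamma with 300 µM nifuroxazide; values of inactives mirror those of a sister screen read the other way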
Active calls of the source: *; · = not tested or not shown. No enrichment for hits. About 5.6% of those tested had a hit in this group.

Under each structure – TLR4-MyD88 BLA	PPARg SRC-2 ag	STAT3 activator	S1P3 antagonist	ROMK primary	PPARg SRC1 recr	PPARg SRC3 recr	SRC2 TRFRET art	STAT3 inh	RAM network inh	STAT1 inh
- O=C(OCC(=O)N1CCN(C(=O)c2ccco2)CC1)c1cc(-c2ccc(Cl)c(Cl)c2Cl)nc2ccccc12
 : 2	4	94	·	-0.14	0	8	1574	11	9.5*	4
- CCCn1c(CN2CCCCC2CC)nc2c1c(=O)n(C)c(=O)n2C (configuration not stated)
 : 7	1	96	-18	·	-6	0	1522	4	1.1	1
- CO/N=C(\Cn1ncc(NC2CCCCC2)c(Br)c1=O)c1ccc(Cl)cc1
 : 1	10	97	·	-0.53	6	4	1718	4	1.7	8
- COc1cccc(-n2cc(CN(C)Cc3nc(Cc4ccccc4)no3)cn2)c1
 : -8	-5	110	3	0.23	11	-3	1651	-7	1.8	-2
- CC(C(=O)NC(=O)NC1CCCCC1)N1CCN(C(c2ccccc2)c2ccccc2)CC1 (configuration not stated)
 : -14	-2	101	·	-3.3*	-1	-7	1489	-1	0.4	-1
- CCOC(=O)c1c(C)c(C(=O)Nc2ccc(F)cc2)c(C)n1C
 : 9	6	90	13	0.55	7	0	1618	19	0.5	-6
- CC1CN(C(=O)c2ccc(C(=O)c3ccccc3)cc2)CC(C)O1 (configuration not stated)
 : 5	3	100	17	·	0	2	1567	5	-0.1	-1
- CCOC(=O)c1sc2nc(CC(=O)OC)nc(N3CCN(c4ccc(OC)cc4)CC3)c2c1C
 : -11	6	94	·	-0.55	8	5	1606	8	6.9	9
- O=C(CCC(=O)N(c1ccc(F)cc1)C(C(=O)NC1CCCC1)c1ccncc1)Nc1cccnc1 (configuration not stated)
 : 9	-6	101	·	-0.19	2	-8	1308	1	-0.2	11
- CC(=O)c1ccc2c(c1)C1C=CCC1C(c1ccc(S(=O)(=O)N3CCOCC3)cc1)N2 (configuration not stated)
 : 0	-4	90	1	0.32	1	0	1715	12	3.5	0
- COc1ccc(C2=C(CC(=O)O)C(=O)CC2)cc1
 : 1	-5	101	3	·	0	-2	1599	-6	0.1	-9
- CCCc1cc(=O)[nH]c(Nc2ccc(OC)c(Cl)c2)n1
 : -1	12	100	92*	·	2	7	1592	1	2.5	1
- CCCN1C2CCCC1CC(NC(=O)C1CCCCC1)C2 (configuration not stated)
 : 2	9	104	·	-0.49	-2	8	1581	-2	-0.1	-3
- CC(C)N1CCC(N2CCN(C3CCCCCC3)CC2CCO)CC1 (configuration not stated)
 : 1	3	97	-1	0.59	10	3	1752	8	3.9	-3
- COc1cccc(N2C(=O)Nc3ccccc3C2(O)C(=O)NCc2ccc3c(c2)OCO3)c1 (configuration not stated)
 : 2	3	85	·	·	-4	3	1558	24	1.5	4
- COc1ccc(C(CC(=O)O)NC(=O)c2ccccc2)cc1OC (configuration not stated)
 : 4	13	103	5	·	2	6	1531	-2	3.0	0
- Cc1cc(C(=O)CSc2nc3ccccc3[nH]2)c(C)n1Cc1ccco1
 : -4	1	67	4	-1.3	1	-2	1505	38	5.2	-73
- CC(C)c1nc(CN(C)C(=O)N[C@H](C(=O)N[C@@H](Cc2ccccc2)C[C@H](O)[C@H](Cc2ccccc2)NC(=O)OCc2cncs2)C(C)C)cs1
 : ·	0	·	0	·	-5	-1	1517	·	·	·
- CCC(CC)C(=O)Nc1ccc(Nc2ccccc2)cc1
 : -8	1	93	14	-0.18	-2	2	1710	11	2.0	-1
- CN(C)c1nc(SCC#N)nc(N(C)C)n1
 : -4	-1	89	10	·	-10	-11	1484	12	-0.2	3
- CC(C)(C)c1ccc(-c2nnc(SCC(=O)c3ccc4c(c3)OCCO4)o2)cc1
 : -4	8	100	·	·	-1	6	1575	5	1.7	1
- Cc1nc(-c2ccc(C(=O)N3CCCC3)cc2)cs1
 : 2	-9	101	-31	-0.069	4	-2	1648	9	0.0	-9
- CO[C@@]1(NC(=O)CSCC#N)C(=O)N2C(C(=O)O)=C(CSc3nnnn3C)CS[C@@H]21
 : 16	-4	108	-4	·	19	-1	1535	-7	0.8	-9
- CCn1cc(/C=N/N=C2\CCC3C4CCc5cc(O)ccc5C4CC[C@]23C)c(C)n1 (some centres not stated)
 : 10	-1	96	·	0.11	6	10	1543	12	1.1	8
- O=[N+]([O-])c1cccc(/C=N/NS(=O)(=O)c2ccccc2)c1
 : 8	3	95	-8	-1.2	1	0	1638	11	3.2	-6
- Cc1ccc(OCc2nnc(SCC(=O)c3ccccc3)n2Cc2ccco2)cc1
 : -8	-2	94	-48	0.054	3	-12	1569	11	4.3	-1
- CCC(C)NC(=O)C1c2ccccc2C(=O)N1Cc1ccccc1OC (configuration not stated)
 : -9	11	95	-11	·	8	2	1735	12	1.4	15
- COc1ccc(C=Nc2ccc3[nH]ncc3c2)c(O)c1
 : 4	3	92	-1	-0.019	8	0	1574	13	2.4	-6
- CCN(CC)S(=O)(=O)c1ccc(C(=O)NCc2ccc3[nH]c4c(c3c2)CCCC4)cc1
 : 2	2	89	-5	-0.86	-2	1	1473	13	3.3	1
- C=CCOC(=O)C1=C[C@H](c2csc3ccccc23)[C@@H](CCCO)[C@H](OCC)O1
 : -3	-7	·	-10	·	-3	-1	1493	·	4.8	18
- C/C(CC(=O)Nc1cc(C)ccn1)=N\NC(=O)COc1cccc(C)c1
 : -15	2	105	·	0.88	3	7	1689	1	1.3	-2
- COCCNC(=O)CN(c1cc(Cl)ccc1OC)S(C)(=O)=O
 : -4	-7	89	11	0.44	-5	2	1556	17	0.1	5
- CCOC(=O)c1sc2nc3n(c(=O)c2c1C)CCC(C)CC3 (configuration not stated)
 : 3	-6	87	-22	·	0	-16	1395	20	2.4	-19
- CCOC(=O)C(NC(C)=O)(N1CCOCC1)C(F)(F)F (configuration not stated)
 : -2	6	97	-1	0.059	8	9	1455	13	5.3	10
- COc1ccc(NCC(=O)Nc2ccc(C#N)cc2)cc1Cl
 : -6	4	86	·	0.5	0	-1	1600	17	5.6	6
- CC(=O)n1cc(C2C(=O)CC(C)(C)CC2=O)c2ccccc21
 : 6	2	119	-61	·	11	9	1756	-20	0.1	20
- O=C(c1ccccc1)c1ccccc1N/C=C/c1nnnn1-c1ccccc1
 : 4	-3	90	·	·	-8	-14	1389	14	1.2	8
- O=C1C(Nc2ccccc2)=C2CCCC=C2N1c1ccccc1
 : -7	1	99	-1	-0.61	6	3	1592	6	2.5	-22
- CCN(CC)CCCNC(=O)Cn1ccc2ccccc2c1=O
 : -7	-2	101	-8	-0.78	1	1	1460	0	3.0	-4
- CCOc1ccc(CC(=O)NNC(=S)Nc2ccc(OC)c(OC)c2)cc1
 : -5	2	107	-7	0.54	-7	2	1421	-1	1.2	-3
- CCOC(=O)N1CCC(N2CC34C=CC(O3)C(C(=O)Nc3ccc(OCC)cc3)C4C2=O)CC1 (configuration not stated)
 : -3	1	99	-12	·	-2	7	1490	6	0.5	1
- CCCCOC(=O)c1cc(=O)[nH]c2ccc(C)cc12
 : 6	10	91	-19	-0.31	8	5	1509	18	2.7	0
- N=c1sccn1CC(=O)Nc1ccc2c(c1)CCC2
 : -4	12	94	-2	·	-3	8	1737	12	1.3	-2
- CCNc1nc(NC(C)C)nc(N(C#N)CCOc2ccc(Cl)cc2Cl)n1
 : -10	10	100	18	·	4	3	1863	5	2.5	4
- C/C(=N\OCC(=O)Nc1ccccc1C(=O)O)c1cccs1
 : 2	-4	105	-16	1.2	4	-3	1303	-1	6.1	-12
- CCc1ccc(CNC(=O)C2CCN(S(=O)(=O)N3CCC4(CC3)OCCO4)CC2)cc1
 : 12	0	106	-10	-0.035	-8	1	1600	-5	1.5	-1
- CCCc1cc(C(=O)Cc2ccc(F)cc2)c(O)cc1O
 : -1	4	97	·	-1.9	7	14	1736	7	-2.1	-2
- CS(=O)(=O)N(Cc1ccccc1)c1ccc(C(=O)Nc2ccc3c(c2)OCO3)cc1
 : 14	7	91	·	-0.096	-3	-3	1650	16	2.9	2
- COCCCNC(=O)c1ccc2c(c1)CCN2S(C)(=O)=O
 : 1	0	108	·	0.55	0	-13	1299	-11	-0.1	0
- CC(=O)Nc1ccc(S(=O)(=O)NCC2CCC(C(=O)NCCC3=CCCCC3)CC2)cc1 (configuration not stated)
 : 4	13	99	·	-0.39	-1	-3	1496	8	7.4	-13
- COc1cccc(-n2c(C)nnc2SCC#N)c1
 : -10	0	93	-19	·	-5	-2	1452	15	1.5	-5
- O=C(NCc1ccc2c(c1)OCO2)c1nn2cccnc2c1Cl
 : -8	8	100	-11	·	4	6	1612	2	4.6	7
- COc1ccc(/C=N/OCC(=O)N2CC3(C)CC2CC(C)(C)C3)cc1 (configuration not stated)
 : -5	4	100	·	·	0	-2	1549	10	-0.9	3
- CCOC(=O)c1ccc(NS(=O)(=O)c2ccc(SC)cc2)cc1
 : 17	4	89	-5	·	2	14	1704	16	3.2	1
- O=S(=O)(c1cccc(-c2nn3c(-c4ccncc4)nnc3s2)c1)N1CCOCC1
 : 3	3	109	10	1.1	-3	-9	1449	-10	-0.1	-6
- Cc1ccc(NC(=O)CN2CCC(C(N)=O)CC2)cc1[N+](=O)[O-]
 : 6	-2	107	-12	-0.77	8	6	1365	0	0.6	3
- COc1ccc(NC2c3ccccc3C(=O)N2c2cccnc2)cc1Cl (configuration not stated)
 : 3	0	100	-42	·	5	4	1613	0	0.5	-3
- COc1ccc(-c2ccc(-c3nnn(CC(C)=O)n3)cc2)cc1
 : 0	5	95	-19	·	-4	11	1770	11	3.8	-36
- NC1=NS(=O)(=O)NC1c1cccc(F)c1 (configuration not stated)
 : -4	-3	100	2	0.12	5	-2	1761	4	1.0	-7
- CN(c1ccc(C(=O)NCCC2=CCCCC2)cc1)S(C)(=O)=O
 : -4	-3	104	10	·	-4	-5	1369	-5	0.3	-63

(next part)
Under each structure – TLR4-MyD88 BLA	PPARg SRC-2 ag	STAT3 activator	S1P3 antagonist	ROMK primary	PPARg SRC1 recr	PPARg SRC3 recr	SRC2 TRFRET art	STAT3 inh	RAM network inh	STAT1 inh
- Cc1cc(=O)n2nc(N3CCCC(C(=O)NCc4ccco4)C3)sc2n1 (configuration not stated)
 : 17	-2	100	8	-0.0041	-4	2	1457	4	4.5	8
- Nc1nc2n(n1)C(c1ccccc1Cl)CC(c1ccc(F)cc1)N2 (configuration not stated)
 : -10	0	100	-49	·	0	13	1569	5	0.0	-1
- Nc1nnc(SCC(=O)OCC(=O)NC2CCCCC2)s1
 : 0	10	98	2	·	11	2	1588	4	0.2	2
- CCOCCCNC(=S)Nc1ccc(S(N)(=O)=O)cc1
 : -14	-4	100	8	·	-11	-3	1344	3	1.2	3
- CCCn1nc(C(=O)N2CCc3ccccc3C2)c2ccccc2c1=O
 : -5	-3	95	·	·	6	19	1656	9	-0.7	8
- COc1ccc(NC(=O)Nc2ccc(F)c(F)c2)c(OC)c1
 : -5	1	101	-15	0.9	7	2	1763	10	4.1	-24
- O=C(Nc1ccc(NC(=O)C2CC2)nc1)c1cccc(F)c1
 : -3	1	89	-12	0.038	2	8	1459	16	3.4	-16
